FBW7 activator = FBW7 E3 ligase activators, primary screen, biochemical, AlphaScreen, human | F-box/WD repeat-containing protein 7 (Homo sapiens), Q969H0 | AlphaScreen FBW7–phospho-cyclin E peptide binding, activator screen | normalized activity (activation), % at 26.1 µM | hit rate 0.13% among 650,000 | AID 1259310, 2017; in the data active = normalized activity above about 1.9%;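 also: purified mutant Fbw7 with reduced substrate affinity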
Target sequence (Q969H0 whole entry, looked up): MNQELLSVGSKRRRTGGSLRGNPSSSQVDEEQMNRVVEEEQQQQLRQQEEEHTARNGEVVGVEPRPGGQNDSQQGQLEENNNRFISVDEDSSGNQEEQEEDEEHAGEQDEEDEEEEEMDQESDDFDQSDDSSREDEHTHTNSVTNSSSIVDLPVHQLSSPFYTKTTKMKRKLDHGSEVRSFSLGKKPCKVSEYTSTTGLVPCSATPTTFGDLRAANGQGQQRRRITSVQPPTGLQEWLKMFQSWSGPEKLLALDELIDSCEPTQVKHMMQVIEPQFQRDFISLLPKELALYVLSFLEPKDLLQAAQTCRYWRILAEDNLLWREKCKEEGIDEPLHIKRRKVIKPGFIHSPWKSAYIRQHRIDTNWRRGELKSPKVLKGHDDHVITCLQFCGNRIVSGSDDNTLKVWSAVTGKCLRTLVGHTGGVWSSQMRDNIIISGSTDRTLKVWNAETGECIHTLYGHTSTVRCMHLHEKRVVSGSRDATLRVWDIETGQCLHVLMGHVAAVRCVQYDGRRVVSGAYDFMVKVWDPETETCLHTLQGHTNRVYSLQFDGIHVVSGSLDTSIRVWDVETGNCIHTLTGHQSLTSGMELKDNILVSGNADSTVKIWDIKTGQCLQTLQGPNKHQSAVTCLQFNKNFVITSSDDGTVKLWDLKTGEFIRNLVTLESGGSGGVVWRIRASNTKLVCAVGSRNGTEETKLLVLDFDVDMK
MITF primary = MITF inhibitors, primary screen, biochemical, AlphaScreen, human | Microphthalmia-associated transcription factor (Homo sapiens), O75030 | AlphaScreen MITF homodimerization, bead proximity signal | inhibition, % at 2.6 µM | hit rate 0.91% among 650,000 | AID 1259374, 2018; in the data active = inhibition above about 50%;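 also: 0% = vehicle wells with protein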
GPR151 activ = activators of human GPR151, primary screen, cell-based, PathHunter beta-arrestin, luminescence; PathHunter beta-arrestin GPR151 cells; activation, % at 11.2 µM; hit rate 1% among 650,000; AID 1508602, 2020; in the data active = activation above about 4.9%;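 also: 0% = median of compound wells and 100% = cells with positive control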
TEAD-YAP block = TEAD-YAP interaction inhibition, primary screen, TEAD-YAP interaction inhibitor project, luminescence, HEK-TIYL cells; TEAD-Gal4/YAP UAS-luciferase luminescence; inhibition, % at 9.12 µM; hit rate 1.4% among 640,000; AID 1259422, 2018; in the data active = inhibition above about 32%;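 also: 0% = median of test compound wells and 100% = reference inhibitor wells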
Numbers without * were called inactive; . = no result given. Hits appear at their usual frequency. About 3.4% of those tested had a hit in this group.

No.	compound	FBW7 activator	MITF primary	GPR151 activ	TEAD-YAP block
1	COc1ccc(NC(=O)c2cc3n(n2)C(C(F)(F)F)CC(c2ccc(Cl)cc2)N3)cc1OC (stereo not given)	0.0	9	-1.8	-10
2	O=C(O)C1CCCN(C2CCN(Cc3ccccc3)CC2)C1 (stereo not given)	0.0	9	0.3	-6
3	CCOC(=O)c1c(NC(=O)C(C)Sc2nnc(CNC(=O)COc3ccccc3)n2-c2cc(C)ccc2C)sc2c1CCC2 (stereo not given)	0.0	10	-1.0	3
4	CCOC(=O)CSC1=C(C#N)C(c2ccc(F)cc2)C(C(C)=O)=C(C)N1 (stereo not given)	0.2	23	-0.2	1
5	CCCCN(CC)S(=O)(=O)c1ccc(C(=O)Nc2ccc(S(N)(=O)=O)cc2)cc1	-0.1	-10	-0.5	-2
6	O=C(/C=C\N1CCCCC1)c1ccc(Cl)cc1	0.1	15	6.1*	-13
7	C=CCNC(=O)/C(C#N)=C/c1c(Oc2ccccc2C)nc2c(C)cccn2c1=O	-0.1	9	1.4	41*
8	CCN(C(=O)c1cccc2c1SCCC2=O)c1ccccc1C	-0.3	-1	0.2	5
9	Brc1ccc2c(c1)C(c1cccs1)=NNC(c1cccnc1)=N2	0.0	22	0.0	-11
10	CCN1CCN(CCCNC(=O)CN2C(=O)CCSc3ccccc32)CC1	0.1	4	0.0	7
11	Cc1ccc2nc(N3CCN(S(=O)(=O)C4CC4)CC3)[nH]c2c1	-0.2	0	-3.8	20
12	NC(=O)c1ccc(-c2nc(NCc3cccc(C(F)(F)F)c3)c3ncn(-c4ccsc4)c3n2)cc1	-0.2	2	-0.9	4
13	Cc1oc2c(cc(NS(=O)(=O)c3ccc(Cl)cc3)c3ccccc32)c1C(=O)OC(C)C	0.1	-7	1.1	-7
14	COC(=O)c1cccc(C(=O)Oc2ccc3cc(Br)ccc3c2)n1	0.3	1	-0.2	9
15	COc1ccc(S(=O)(=O)N2CCN(C(=O)c3cccs3)CC2)cc1	-0.1	7	-0.5	-6
16	COc1ccc(OC)c(NC(=O)c2sc3ncn(CC(=O)N4CCCC4)c(=O)c3c2C)c1	0.0	10	-0.2	7
17	Cc1cc(C)cc(NC(=O)C(=O)NCCc2csc3nc(-c4ccc(F)cc4)nn23)c1	0.7	21	0.3	5
18	O=C(COc1cccc(C(F)(F)F)c1)NNC(=O)C1CCC1	-0.1	-6	-0.6	-9
19	Cc1ccc(CCC(=O)Nc2ccc(Cl)cc2)o1	0.3	14	0.1	-4
20	c1ccc2c(c1)nc1ccccn12	0.1	9	-0.5	-7
21	O=C(NCC1CCCO1)c1ccc2c(c1)N(Cc1cccc(Cl)c1)C(=O)CS2 (stereo not given)	0.1	3	-0.6	12
22	CCn1ccnc1CN(C)C(=O)CCc1nnc(CCCc2ccccc2)o1	0.0	11	0.7	-12
23	O=C(NC1CC1)c1ccc(-c2nc(NCCOc3ccccc3)c3ncn(-c4ccccc4)c3n2)cc1	0.0	4	1.6	-2
24	CCCn1c(=S)[nH]c2cc(C(=O)N3CCC(O)(c4cccc(C(F)(F)F)c4)CC3)ccc2c1=O	0.0	-3	-1.6	-5
25	COc1ccc(C2/C(=C(/O)c3ccccc3)C(=O)C(=O)N2CCCN(C)C)cc1 (stereo not given)	0.6	-2	-0.1	5
26	COc1ccccc1OCCCCOc1ccccc1C(C)=O	0.2	19	0.3	-1
27	Cc1cc(OCC(=O)Nc2nnn(C)n2)ccc1Cl	0.1	3	-0.1	-1
28	COC(=O)C1=C(C)NC(=O)NC1c1ccc(OCC(N)=O)cc1 (stereo not given)	0.1	-5	-1.1	2
29	COc1ccc(OC)c(C2CC(=O)N3C(=C2C#N)SCC3(O)c2ccc(F)cc2)c1 (stereo not given)	0.0	14	-0.8	-18
30	COc1cccc(OC)c1OCCOc1ccccc1F	0.1	22	-0.1	-17
31	NC1=NC2(CCCCC2)n2c(nc3ccccc32)N1	0.4	13	-0.8	-6
32	CCCCNC(=O)c1ccccc1N(Cc1ccccc1)S(C)(=O)=O	0.1	-3	-0.1	4
33	COc1ccccc1C(=O)Nc1nnc(S(=O)(=O)N2CCOCC2)s1	-0.2	-2	7.9*	-7
34	O=C(CCCn1c(SCC(=O)c2ccc(F)cc2)nc2ccccc2c1=O)NCCc1ccccc1	0.0	-9	2.9	-11
35	O=C(CSc1ccccc1)Nc1cccc([N+](=O)[O-])c1	0.1	21	0.0	-21
36	CCOC(=O)CCCNC(=O)N1CCc2nc(COc3ccccc3)c3c(c2C1)CO[C@@H](C)C3	-0.1	-10	3.7	.
37	COc1cc(C#N)cc(I)c1OCC#N	0.1	29	0.7	1
38	Fc1ccccc1OCCn1cc(C(=S)N2CCOCC2)c2ccccc21	-0.2	14	-0.9	-1
39	O=C(CSc1nc2ccc([N+](=O)[O-])cc2[nH]1)NC1CCCCC1	-0.1	7	-0.8	-5
40	CCOc1ccc(N2CC(C(=O)Nc3ccc(Br)cc3)CC2=O)cc1 (stereo not given)	0.1	-17	-2.9	-2
41	CCCOc1ccc(S(=O)(=O)NCc2ccsc2)cc1	0.7	-4	0.2	7
42	COc1ccc(Br)cc1CN(CCO)CCO	0.1	-2	-0.2	4
43	Cc1cccc(C(=O)Nc2ccc(C(=O)Nc3ccc([N+](=O)[O-])cc3C)cc2)c1	-0.3	-6	-0.9	3
44	O=C(Cc1ccc(Cl)cc1)Nc1ccc(N2CCCC2)cc1	-0.1	-5	-0.7	-3
45	CCN1C(=O)c2cccc3c(S(=O)(=O)Nc4ccncc4)ccc1c23	-0.1	-3	0.7	-3
46	COc1cccc(N2C[C@@H]3C[C@@H](c4cccc(O)c4)N4CCC[C@@]34C2=O)c1	0.0	12	-0.4	-2
47	CCOC(=O)Cn1nnnc1CN(Cc1cc2cc(C)cc(C)c2[nH]c1=O)C1CCCC1	0.0	-8	-0.4	-8
48	CC(C)n1nnnc1SCC(=O)c1ccc(F)cc1	-0.1	2	-1.6	-39
49	N#C/C(=N\Nc1ccccc1)C(=N)N1CCOCC1	0.1	1	-0.7	-11
50	Cc1ccc2nc(Cc3ccc4nc(N)sc4c3)[nH]c2c1	0.0	4	0.7	-43
51	CC(C)(C)[n+]1cn(-c2ccccc2)nn1	0.1	-1	-0.5	15
52	CCCn1c(N)c(N(CCOC)C(=O)CCC(=O)O)c(=O)[nH]c1=O	0.0	9	-0.3	-6
53	CN1CCN(c2ncn(-c3ccc(Nc4nccc(-c5cc(F)cc(N6CCOCC6)c5)n4)cc3)n2)CC1	0.0	-16	-1.1	56*
54	Cc1ccc(-c2nc(NCCCN3CCOCC3)c3ccccc3n2)cc1	0.1	8	0.5	14
55	COc1ccc(CC(=O)OCCN(C)C)cc1OC	0.1	-1	0.5	13
56	Cc1cc(C(=O)NCC2CCC3(CCN(Cc4cccs4)CC3)O2)n(C)n1 (stereo not given)	0.1	11	-1.2	0
57	COc1ccc(C2CC(C(F)(F)F)n3nc(C(=O)N4CCN(c5cccc(Cl)c5)CC4)cc3N2)cc1 (stereo not given)	0.0	15	-0.3	-3
58	Cc1cc(C)cc(NC(=O)CN(c2cccc(C)c2C)S(=O)(=O)c2ccccc2)c1	0.2	10	0.4	1
59	Fc1cccc(NC(=S)Nc2cccnc2)c1	-0.1	12	0.0	-12
60	CC[C@H](C)[C@@H]1NC(=O)[C@@H]2C[C@H](NCc3ccccc3)CN2C1=O	0.1	7	0.8	1

By substructure: those above containing an NH in an aromatic ring.
No.	compound	FBW7 activator	MITF primary	GPR151 activ	TEAD-YAP block
11	Cc1ccc2nc(N3CCN(S(=O)(=O)C4CC4)CC3)[nH]c2c1	-0.2	0	-3.8	20
24	CCCn1c(=S)[nH]c2cc(C(=O)N3CCC(O)(c4cccc(C(F)(F)F)c4)CC3)ccc2c1=O	0.0	-3	-1.6	-5
39	O=C(CSc1nc2ccc([N+](=O)[O-])cc2[nH]1)NC1CCCCC1	-0.1	7	-0.8	-5
47	CCOC(=O)Cn1nnnc1CN(Cc1cc2cc(C)cc(C)c2[nH]c1=O)C1CCCC1	0.0	-8	-0.4	-8
50	Cc1ccc2nc(Cc3ccc4nc(N)sc4c3)[nH]c2c1	0.0	4	0.7	-43
52	CCCn1c(N)c(N(CCOC)C(=O)CCC(=O)O)c(=O)[nH]c1=O	0.0	9	-0.3	-6

New compounds follow:
No.	compound	FBW7 activator	MITF primary	GPR151 activ	TEAD-YAP block
61	CCOC(=O)c1cc2cc(C(C)=O)sc2[nH]1	0.0	-2	-0.4	-13
62	CCOC(=O)c1c(NC(=O)CSc2nnc(CNC(=O)c3cccc(OC)c3)n2-c2cccc(C)c2C)sc2c1CCCC2	-0.1	10	-1.3	-1
63	O=C1c2cccc3cccc(c23)C(=O)N1OS(=O)(=O)c1ccc(Br)cc1	0.3	-2	2.2	3
64	COc1cc(C2=N/C(=C\c3cccc(F)c3)C(=O)O2)cc(OC)c1OC	0.0	3	3.1	6
65	Cc1ccc(OCC(=O)N2CCN(C=O)CC2)cc1	-0.2	-29	0.0	-7
66	O=C(Nc1ccc(F)c(Cl)c1)c1nc2ncccn2n1	-0.2	1	0.7	-1
67	Cc1ccsc1CCNC(=O)CCc1nnc2ccc(N3CCCC3)nn12	0.4	17	-2.1	7
68	COCCNC(=O)CN(CCc1ccccc1)S(=O)(=O)c1ccccc1	0.3	13	-0.4	3
69	COc1ccc2c(c1)c(=O)oc1cc(O)ccc12	0.0	-2	-1.9	3
70	CCN1CCN(c2cc3c(cc2F)c(=O)c(S(=O)(=O)c2ccccc2)cn3C)CC1	-0.1	-12	-0.3	-4
71	CCCCNC(=O)c1c(N)sc2c1CCCC2	-0.2	3	0.7	8
72	CN1CCN(NC(=O)c2ccc(S(=O)(=O)N3CC4(C)CC3CC(C)(C)C4)cc2)CC1 (stereo not given)	0.0	10	-1.1	-9
73	Cc1cc(C(=O)N/N=C2\CCCC(=O)C2)c(C)o1	-0.2	-3	3.8	-6
74	Cn1c(=O)[nH]c(=O)c2c1nc(N1CCN(CCO)CC1)n2CCOc1ccccc1	0.0	2	1.3	1
75	CCN(Cc1ccccc1)C(=O)Cc1cccs1	-0.1	-5	2.4	-3
76	CC1(c2ccco2)NC(=S)N(c2ccccc2)N1 (stereo not given)	-0.2	10	0.9	-18
77	COc1cccc(COC(=O)Nc2ccc(-c3cn[nH]c3)cc2SCCN(C)C)c1	0.2	13	0.1	-10
78	COc1cc2ccccc2cc1C(=O)Nc1ccc2oc(-c3cc(I)ccc3Cl)nc2c1	0.0	7	0.1	0
79	CCOC(=O)c1sc2nc(SCC(=O)NC3CCCCC3)n(Cc3ccc(Cl)cc3)c(=O)c2c1C	-0.1	2	-1.0	12
80	CCOc1ccccc1CN1CCN(Cc2ccc(CC)o2)CC1CCO (stereo not given)	0.2	2	0.9	4
81	Cc1ccc(Cl)cc1N1CCN(S(=O)(=O)c2ccc(F)cc2)CC1	-0.1	-6	-0.3	-3
82	CCOc1ccc(-n2cc(C(=O)N3CCC(Cc4ccccc4)CC3)c3cc(OC)c(OC)cc3c2=O)cc1	0.0	1	-0.3	17
83	Cc1ccc(-c2cnc(SCCNC(=O)c3ccc(Br)o3)[nH]2)cc1	0.6	11	-1.5	-4
84	COc1cccc2cc(C(=O)Nc3cccc(Cl)c3Cl)oc12	0.3	10	4.9	-8
85	CCOC(=O)N1CCN(S(=O)(=O)c2ccc(C(=O)Nc3ccc(Br)cc3)cc2)CC1	0.0	-9	0.0	-3
86	Oc1c(CN2CCOCC2)cc(Cl)c2cccnc12	-0.1	64*	-0.9	50*
87	COc1ccc(OC)c(C(C)NC(=O)C(C)Cc2ccccc2)c1 (stereo not given)	0.1	0	2.6	3
88	CCc1cccc2c1N=C/C2=C\c1c(O)n(Cc2ccco2)c(=O)[nH]c1=O	-0.6	58*	0.7	15
89	CCOC(CCNC(=O)c1cccc(NC2=NC3CS(=O)(=O)CC3S2)c1)OCC (stereo not given)	0.0	-2	-0.5	-2
90	CCOC(=O)c1c(-c2ccccc2)oc2ccc(OCC(=O)c3ccccc3)cc12	0.0	10	0.2	6
91	CCOC(=O)C1=C(C)N=c2s/c(=C\c3ccc(N(C)C)c(Br)c3)c(=O)n2C1c1ccc(OC)c(OC)c1 (stereo not given)	0.1	5	4.8	-29
